TAAR1 ag – agonists of human TAAR1. 360,000 tested, 0.99% active. activation, % at 3 µM. Q96RJ0. CHO RD-HGA16 TAAR1, Fluo-8 calcium fluorescence; vehicle wells 0%, saturating PEA agonist 100%;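 active = activation above the mean activation of all test compounds in the run plus 3 SD, cut at about 38% in these data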
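test system = CHO RD-HGA16 cells carrying human TAAR1 plus Gα16 | schedule = 17-24 h seeding, 75 min 37 °C dye, 30 min RT | compound dosing = 3 µM single concentration | control set = DMSO and PEA EC100 | replicates = n 1 | signal = Fluo-8 fluorescence, 5 s baseline then 140 s kinetic read | measure = percent activation vs PEA EC100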
CHRM1 agonist – activates human CHRM1 receptor | activation, % at 3 µM | P11229 | 360,000 tested, 0.33% active | CHO-K1 hM1, Fluo-8 calcium fluorescence, agonist mode; 0% DMSO, 100% acetylcholine EC100 | AID 588814;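 active = activation above the run's mean compound activation plus 3 SD, cut at about 16% in these data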;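 also: peak over basal fluorescence ratio within a 140 s kinetic read after compound addition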
Target sequence (P11229 whole entry, looked up): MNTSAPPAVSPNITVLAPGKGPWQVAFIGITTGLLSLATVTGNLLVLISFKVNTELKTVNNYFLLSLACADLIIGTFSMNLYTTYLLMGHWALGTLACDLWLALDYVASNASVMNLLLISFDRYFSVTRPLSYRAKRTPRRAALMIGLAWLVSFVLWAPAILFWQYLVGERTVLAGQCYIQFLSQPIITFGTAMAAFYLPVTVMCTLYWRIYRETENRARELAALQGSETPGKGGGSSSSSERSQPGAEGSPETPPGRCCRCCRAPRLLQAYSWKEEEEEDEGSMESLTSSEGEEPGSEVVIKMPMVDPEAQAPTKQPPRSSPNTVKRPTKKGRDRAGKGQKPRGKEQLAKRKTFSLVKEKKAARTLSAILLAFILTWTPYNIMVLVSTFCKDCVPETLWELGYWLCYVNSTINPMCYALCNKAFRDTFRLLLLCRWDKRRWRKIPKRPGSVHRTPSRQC
CHRM5 PAM – potentiates acetylcholine response at human M5 receptor | P08912 | CHO-K1 hM5, Fluo-8 calcium, ACh EC20 PAM; 0% = ACh EC20, 100% = ACh EC100 | activation, % at 3 µM | 360,000 tested, 0.3% active | AID 624038;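 active = activation above the run cutoff, the mean activation of all test compounds plus 3 SD, cut at about 18% in these data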
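system = human M5 receptor in CHO-K1 cells | compound = one concentration, 3 µM final (nominal) | schedule = Post-acetylcholine fluorescence recording 140 s | signal = Fluo-8 calcium dye fluorescence, kinetic read | benchmarks = low control EC20 acetylcholine (0%), high control EC100 acetylcholine (100%) | repeats = singlicate, one well per test compound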
CHRM1 antagonist – antagonists of human M1 muscarinic receptor. P11229. CHO-K1 hM1, Fluo-8 calcium fluorescence, ACh EC80 antagonist. inhibition, % at 3 µM. 360,000 tested, 1.3% active;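 active = percent inhibition above its own plate's cutoff, namely the mean of that plate's compound wells plus 3 SD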;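 also: peak over basal fluorescence ratio during 140 s after agonist addition; 0% = ACh EC80 plus DMSO and 100% = DMSO alone without agonist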
M4 antag – blocks acetylcholine activation of human M4 receptor; P08173; CHO-hM4 cells, ACh EC80, Fluo-8 calcium fluorescence; inhibition, % at 3 µM; 360,000 tested, 0.73% active;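 active = inhibition above its plate's cutoff, the mean inhibition of sample wells plus 3 SD, cut at about 27% in these data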;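 also: 0% = acetylcholine EC80 with DMSO and 100% = DMSO without agonist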
Target sequence (P08173 whole entry, looked up): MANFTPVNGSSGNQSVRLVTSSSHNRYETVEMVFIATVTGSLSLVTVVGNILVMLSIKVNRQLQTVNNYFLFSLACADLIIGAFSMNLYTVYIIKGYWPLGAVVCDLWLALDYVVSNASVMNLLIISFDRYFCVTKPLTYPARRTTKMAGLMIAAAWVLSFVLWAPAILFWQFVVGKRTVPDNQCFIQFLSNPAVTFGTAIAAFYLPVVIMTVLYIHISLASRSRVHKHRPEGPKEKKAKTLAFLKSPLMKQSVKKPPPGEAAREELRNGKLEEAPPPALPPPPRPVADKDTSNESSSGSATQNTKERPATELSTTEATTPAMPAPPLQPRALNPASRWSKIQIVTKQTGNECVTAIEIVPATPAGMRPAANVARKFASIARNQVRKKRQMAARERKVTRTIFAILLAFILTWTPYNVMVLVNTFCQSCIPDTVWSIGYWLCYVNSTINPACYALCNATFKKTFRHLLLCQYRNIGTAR
CHRM5 agonist – CHRM5 agonism in calcium assay. 360,000 tested, 0.19% active. P08912. CHO-K1 hM5 cells, Fluo-8 calcium fluorescence; 0% DMSO wells, 100% maximal acetylcholine response. activation, % at 3 µM;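 active = activation above the run's mean over test compounds plus 3 SD, cut at about 23% in these data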;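 also: signal is peak over basal fluorescence ratio across the kinetic read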
CHRM5 antagonist – antagonists of human muscarinic M5 receptor (CHRM5); CHO-hM5 cells, Fluo-8 calcium fluorescence, ACh EC80; 360,000 tested, 0.59% active; AID 624040; inhibition, % at 3 µM;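 active = inhibition above a per-plate cutoff, the mean of that plate's test compounds plus 3 SD, cut at about 27% in these data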;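 also: 0% = acetylcholine EC80 with DMSO and 100% = DMSO without agonist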
M1 PAM – human CHRM1 positive allosteric modulation; CHO-K1 hM1, Fluo-8 calcium fluorescence, ACh EC20; 0% = ACh EC20, 100% = maximal ACh; 360,000 tested, 0.088% active; activation, % at 3 µM; P11229; AID 588819; in the data active = activation above about 19%, passing the limit was not always enough
M4 ag – CHRM4 agonism in calcium assay; P08173; CHO-K1 hM4/Gqi5, Fluo-8 calcium fluorescence; vehicle 0%, full acetylcholine response 100%; activation, % at 3 µM; 360,000 tested, 0.14% active;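 active = activation above the run mean over all test wells plus 3 SD, cut at about 32% in these data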;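 also: peak over basal fluorescence ratio per well then scaled between controls; 0% = DMSO wells and 100% = acetylcholine at EC100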
* = called active by the depositor; . = no result given. Some of the compounds tested (hit frequency here may not be typical).

SMILES | TAAR1 ag | CHRM1 agonist | CHRM5 PAM | CHRM1 antagonist | M4 antag | CHRM5 agonist | CHRM5 antagonist | M1 PAM | M4 ag
Cc1cccc(NC(=O)C(C)N2C(=O)c3ccccc3S2(=O)=O)n1 (stereo not drawn) | 0.1 | -1.1 | -6.1 | 28.2* | 10.9 | 2.1 | 10.2 | -12.3 | 0.4
O=C(c1cccc([N+](=O)[O-])c1)N1CCN(c2ncccn2)CC1 | -0.5 | -0.6 | 4.2 | -8.8 | -9.4 | -1.0 | -7.2 | 18.3 | 2.0
CCN1CCN(c2ccc(NC(=O)c3cc(OC)c(OC)c(OC)c3)cc2)CC1 | 2.3 | -9.6 | 7.2 | 2.2 | 6.0 | -19.2 | 0.7 | -5.7 | 0.3
Cc1ccc(N2CCN(C3=NC(=O)/C(=C\c4cccs4)S3)CC2)cc1 | 4.1 | -3.8 | -2.8 | -0.7 | 3.0 | -5.3 | -2.4 | -0.9 | 0.8
O=C(CSC(=S)N1CCOCC1)N1N=CCC1c1ccccc1 (stereo not drawn) | 19.7 | -1.1 | 1.7 | -14.4 | 8.6 | 0.4 | -3.9 | 10.5 | 2.4
O=C1N/C(=N\N=C\c2cccs2)SC1Cc1cccc(Cl)c1Cl (stereo not drawn) | 0.6 | -2.9 | -3.4 | -3.8 | 3.2 | -2.2 | 10.9 | -1.6 | 1.1
O=C(CSc1nnc(C2CC2)n1C1CC1)N1CCN(c2ccc(O)cc2)CC1 | 1.9 | -3.2 | -2.2 | -20.2 | -3.5 | -1.7 | 1.3 | 9.2 | 0.2
Cn1c2ccccc2c(=O)c2c(=O)n(C3CCCCC3)c(-c3cccs3)nc21 | 53.5* | -8.2 | -3.7 | 13.5 | 14.6 | -2.9 | 11.7 | -9.9 | 3.0
COc1ccc(N(CC(=O)Nc2ccc(OC)c(Cl)c2)S(=O)(=O)c2c(C)noc2C)cc1 | 9.4 | -1.4 | 3.2 | 3.3 | 5.2 | 4.4 | -7.8 | -3.4 | 0.1
O=C(Nc1ncc(Cc2ccccc2Cl)s1)C1CCCO1 (stereo not drawn) | 18.5 | -3.7 | -4.3 | 20.4 | 8.8 | -0.7 | 12.4 | -9.5 | -0.7
N#Cc1nc(COc2ccc(Cl)cc2)oc1N1CCN(Cc2ccccc2)CC1 | -0.9 | -3.5 | 0.5 | 11.9 | -4.7 | -3.3 | -1.0 | -12.3 | 0.7
COc1ccc(C(=O)NCc2ccc3c(c2)OCO3)cc1S(=O)(=O)NCc1ccc(Cl)cc1 | -1.1 | -4.5 | -4.2 | 0.0 | -0.4 | -0.7 | 3.4 | -1.4 | 2.1
CC(C)C[C@H]1CNC(=O)C(=O)N1CC1CCN(CC2CCC(C(C)(C)C)CC2)CC1 (stereo partly drawn) | -1.2 | -11.2 | -2.2 | -0.5 | 14.3 | -3.8 | -1.7 | 9.9 | -0.2
CC(C)C(=O)Nc1cccc(COc2ccccc2CN(Cc2ccccc2)C(=O)OC(C)(C)C)c1 | 4.4 | -3.8 | -4.6 | 2.0 | -10.6 | -1.6 | -6.6 | -5.5 | 0.5
COC(=O)Cn1cnc2c(nnn2Cc2ccc(Cl)cc2)c1=O | 1.7 | -1.9 | 3.6 | 2.5 | 10.7 | -1.1 | 1.6 | 3.1 | 1.4
O=C(Nn1c(-c2ccc(Cl)cc2)nc2ccccc2c1=O)c1cccnc1Cl | -0.2 | -4.0 | 1.0 | -2.1 | 2.4 | -1.3 | -3.7 | 7.8 | 1.9
CCCCCCNC(=O)N1C/C=C\C(c2ccc(OC)cc2)N(Cc2ccc(F)cc2)C(=O)C1 (stereo not drawn) | 24.9 | 0.7 | -6.5 | 2.8 | 7.0 | 3.1 | 4.8 | -2.0 | 8.9
CCN1CCN(CC(=O)Nc2cc(F)ccc2C)CC1 | 5.9 | -5.6 | -9.6 | -1.3 | 3.6 | -10.4 | 1.0 | -0.3 | 0.3
Cc1ccc(CN2CCC(CNS(=O)(=O)c3ccc(-c4ccc(=O)[nH]n4)s3)CC2)cc1 | 1.0 | -5.8 | 0.7 | 13.1 | 3.0 | -9.7 | -2.2 | -6.4 | 0.9
CC1(C)Cc2nc(N)c(=O)sc2C1 | 6.9 | -1.9 | 2.2 | -6.6 | -1.3 | 2.5 | -3.7 | 6.4 | 0.2
Cc1ccc(-c2cc(C(=O)OCC(=O)NC3CC3)c3ccccc3n2)cc1 | 1.9 | -5.8 | -10.1 | -7.8 | 2.7 | -4.8 | 12.1 | 1.8 | 5.2
COCCn1nnnc1C(c1ccc2ncccc2c1)N1CCN(c2ccccc2F)CC1 (stereo not drawn) | 0.7 | -4.6 | -2.6 | -9.6 | 3.5 | 0.0 | 5.9 | 9.0 | 0.9
O=C(CCN1C(=O)c2ccccc2C1=O)C1=NN[C@@H]2C(=O)N(c3ccc4c(c3)OCO4)C(=O)[C@H]12 | 2.9 | 0.4 | -6.8 | 3.0 | -7.1 | 3.6 | 0.7 | 4.2 | 3.8
Cc1ccc2c(c1)[C@H]1[C@H](CO2)[C@H](c2ccccc2)[C@]2(C)C(=O)Nc3cc(F)c(F)cc3C(=O)N12 | 4.2 | -9.0 | -16.0 | 41.5* | 21.6 | -4.8 | 10.6 | -30.7 | 1.3
CCOC(=O)N1CCC(NC(=O)CNS(=O)(=O)c2ccc(Br)s2)CC1 | . | -3.4 | -2.2 | -4.8 | -1.9 | 1.0 | 2.5 | 10.3 | 1.1

Given with two lines to a compound: 2 of the compounds above.
Every second line gives: TAAR1 ag	CHRM1 agonist	CHRM5 PAM	CHRM1 antagonist	M4 antag	CHRM5 agonist	CHRM5 antagonist	M1 PAM	M4 ag
> COC(=O)Cn1cnc2c(nnn2Cc2ccc(Cl)cc2)c1=O
 : 1.7	-1.9	3.6	2.5	10.7	-1.1	1.6	3.1	1.4
> O=C(Nn1c(-c2ccc(Cl)cc2)nc2ccccc2c1=O)c1cccnc1Cl
 : -0.2	-4.0	1.0	-2.1	2.4	-1.3	-3.7	7.8	1.9

Single records, from the list above. Order of screens: TAAR1 ag, CHRM1 agonist, CHRM5 PAM, CHRM1 antagonist, M4 antag, CHRM5 agonist, CHRM5 antagonist, M1 PAM, M4 ag
COc1ccc(C(=O)NCc2ccc3c(c2)OCO3)cc1S(=O)(=O)NCc1ccc(Cl)cc1 is listed with -1.1, -4.5, -4.2, 0.0, -0.4, -0.7, 3.4, -1.4, 2.1
Cn1c2ccccc2c(=O)c2c(=O)n(C3CCCCC3)c(-c3cccs3)nc21 is listed with 53.5*, -8.2, -3.7, 13.5, 14.6, -2.9, 11.7, -9.9, 3.0
Cc1cccc(NC(=O)C(C)N2C(=O)c3ccccc3S2(=O)=O)n1 (stereo not drawn) is listed with 0.1, -1.1, -6.1, 28.2*, 10.9, 2.1, 10.2, -12.3, 0.4

Continued:
SMILES | TAAR1 ag | CHRM1 agonist | CHRM5 PAM | CHRM1 antagonist | M4 antag | CHRM5 agonist | CHRM5 antagonist | M1 PAM | M4 ag
COC(=O)c1sc(NC(=O)CSc2nnc(C(C)C)n2C)nc1C | 5.3 | -4.7 | -1.6 | -8.6 | -1.7 | -7.4 | -12.9 | 5.2 | 1.3
COc1cc(/C=C/C(=O)Nc2nnc(CC(C)(C)C)s2)cc(OC)c1OC | 0.6 | -6.2 | 0.8 | -7.4 | 1.1 | -1.2 | -0.5 | 9.9 | 0.8
COc1cc(CNn2c(C)n[nH]c2=S)cc(Cl)c1OCc1ccc(F)cc1 | 3.2 | 3.9 | 1.5 | -14.6 | -14.5 | 16.0 | -2.7 | 11.6 | 23.8
CCCCc1[nH]nc2c1C1(C(=O)N(CC)c3ccccc31)C(C#N)=C(N)O2 (stereo not drawn) | -2.5 | 0.0 | 2.3 | -5.7 | 8.5 | 2.2 | -4.5 | 5.8 | 1.3
COc1ccc(C/C(=N\OC(C)=O)c2ccc(OC)cc2)cc1 | . | -0.5 | 1.2 | -2.9 | 5.6 | 0.2 | -5.5 | 11.3 | 0.3
CCN(CC(=O)Nc1ccc(S(=O)(=O)N2CCCCC2)cc1)Cc1ccccc1 | 2.5 | -6.2 | -13.7 | 2.9 | -20.2 | -3.2 | 5.2 | -10.3 | 5.7
Cc1ccc(S(=O)(=O)N2CCCCCC2)cc1C(=O)Nc1cccnc1 | 2.1 | -2.6 | -3.0 | 19.4 | 8.1 | -5.4 | 17.9 | -5.5 | 4.3
COc1ccc(C(=O)Nc2ccccc2C(=O)N/N=C/c2ccccn2)cc1OC | 14.8 | 1.1 | -9.0 | -0.5 | 7.6 | 1.5 | 11.4 | -1.6 | 6.5
CCn1c(/C=C/c2ccc([N+](=O)[O-])o2)nc2ccccc2c1=O | 1.5 | -3.0 | -3.6 | -3.1 | 4.5 | -0.4 | 3.9 | 1.6 | 1.9
CCC(C)NC(=O)CSc1nc2ccccc2c(=O)n1CCCC(=O)NCC1CCCO1 (stereo not drawn) | -0.2 | -4.8 | 0.5 | -8.7 | -10.4 | -0.2 | 6.0 | 3.5 | 0.5
O=C(COC(=O)CSCC(=O)N1CCCCC1)Nc1ccc(Cl)cc1 | 24.1 | -0.1 | -1.5 | -6.1 | 3.3 | 2.1 | -1.2 | 8.6 | 0.6
COc1ccc(C2CC23N=C(c2ccccc2)OC3=O)cc1 (stereo not drawn) | 2.5 | -6.3 | -5.4 | 1.8 | 3.0 | 1.6 | 15.0 | 1.1 | 2.0
Cc1c(-c2ccccc2)oc2c(C(=O)OCC(=O)Nc3ccc(F)cc3)cccc2c1=O | 1.5 | -3.9 | -4.1 | 1.8 | -0.8 | 1.9 | 4.0 | -5.4 | -0.2
COc1ccc(/C=C/C(=O)NC(=S)Nc2ccccc2)cc1OC | 1.2 | -4.1 | 0.6 | 0.2 | -15.3 | -1.6 | 8.0 | 5.0 | -0.1
O=C1NC(=O)C2(CCCC2c2ccccc2)N1 (stereo not drawn) | 0.2 | -3.3 | 10.0 | -4.5 | -4.3 | -0.8 | 6.8 | 2.0 | 1.4
CC[C@@H]1CC=C[C@H]2[C@H]1C(=O)N(Cc1ccccc1)[C@H]2c1ccc(OC)c(Cl)c1 | 3.7 | -2.5 | -3.3 | -6.5 | -3.9 | -0.3 | -2.5 | -1.4 | -0.8
O=C(Nc1nc(=O)c2ccccc2s1)c1ccccc1 | 16.6 | 0.6 | -1.4 | -26.4 | -10.6 | 5.0 | 7.5 | 7.0 | 3.0
CCOC(=O)C1CCCCN1C(=O)CCc1c(C)nc2cc(-c3ccccc3)nn2c1C (stereo not drawn) | -2.2 | -4.0 | -3.3 | -6.8 | -6.8 | -0.7 | 0.4 | 1.2 | 0.3
O=C(Nc1ccc(S(=O)(=O)N2CCCCC2)cc1)c1ccncc1 | 10.7 | -1.7 | -10.6 | 8.3 | 2.0 | 0.5 | 9.0 | -1.8 | 4.7
CNc1ccc(/C=C2\COc3ccccc3C2=O)cc1[N+](=O)[O-] | -0.5 | -2.8 | 0.4 | -0.7 | 7.5 | -1.4 | -13.5 | 6.1 | 0.9
CCOc1ccc(S(=O)(=O)Nc2ccc(C(=O)NCC(c3ccccc3)N(C)C)cc2)cc1 (stereo not drawn) | 15.7 | -2.7 | -12.6 | 26.8 | 13.4 | -6.8 | 10.5 | -13.5 | 5.5
CCCNC(=O)C(Cc1ccc(I)cc1)NC(=O)C1CC1 (stereo not drawn) | 11.9 | -5.4 | 5.1 | 12.9 | -3.0 | -3.7 | 6.0 | -6.7 | 1.3

From PubChem
